PI4K2A inh – inhibitors of human PI4K2A; Q9BTU6; purified PI4K2A, ADP-Glo luminescence, 1 h; stronger effect = lower value; activity change, negative = inhibition, % at 76.9 µM; 0.13% of 420,000 active; in the data active = activity change below about -50%; inconclusive = mostly about -30% to -49%;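 note: -100% = wells without enzyme as full effect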
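In this quantitative HTS, ADP production by PI4K2A was quantified luminescently after 1 h at ambient temperature; 100 microM adenosine served as plate-quality control.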
GLS inh – blocks human kidney-isoform glutaminase activity; 0.21% of 410,000 active; GLS enzymatic activity, qHTS titration; O94925; Potency, µM (series often up to 45.5 µM), without a hit: at the top dose activity change, negative = inhibition, usual class: inhibitors; note: potency is the fitted concentration of half-maximal effect; % is set by controls: 0 for no effect and ±100 for the full control effect
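Read-out is an Amplex red fluorescence increase coupled through glutamate oxidase and HRP, measured before and after 30 min room-temperature incubation. hKGA is in 45 mM KH2PO4 (pH 8.2) with 0.02% Tween-20; glutamine added as 1mM solution.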
JMJD2A Tudor – JMJD2A Tudor domain (human) inhibition; O75164; 4.4% of 390,000 active; AlphaScreen JMJD2A-Tudor / H3K4me3 peptide binding; Potency, µM (doses to about 114 µM), for the others: top-dose activity change, negative = inhibition, actives largely listed as inhibitors; note: potency is the fitted concentration of half-maximal effect; % is set by controls: 0 for no effect and ±100 for the full control effect; nearly all actives have a fitted effect of over 50% in size
HP1b chromo inh – inhibitors of HP1-beta chromodomain binding to methylated histone tails; P83916; AlphaScreen HP1-beta / biotin-H3K9me3 peptide binding; Potency, µM (titrated, usually from 114 µM), for inactives: at the top dose activity change, negative = inhibition, usual class: inhibitors; 0.56% of 390,000 active; AID 540317; note: potency is the fitted concentration of half-maximal effect; nearly all actives have a fitted effect of over 70% in size; inactives centre near 23
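Compound inhibition of the preformed complex between 50 nM HP1-beta and 50 nM biotinylated H3K9me3 peptide was read by AlphaScreen. Buffer was PBS pH 7.4 with 0.01% Tween-20. Incubations ran 30 min at room temperature, with 10 ug/mL donor/acceptor beads.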
ERG Ets-DNA blk – ERG Ets/DNA interaction inhibition; 0.028% of 370,000 active; fluorescence polarization, His-ERG Ets domain / labelled DNA; AID 624246; Potency, µM (top dose mostly 76.9 µM), without a hit: at the highest dose FP activity, negative = inhibition, hits mostly inhibitors; P11308; active = well fitted inhibition curve with a large enough effect in the polarisation, with a control signal flat; inconclusive = small, poorly fitted or top-dose-only effect, or effect the other way, or a change in a side signal; inactive = no such curve, though single readings can be large or run the other way; the % refers to the polarisation;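 note: polarization taken with two DNA probes labelled with fluorescein and Texas red; potency is the fitted concentration of half-maximal effect; % of control where 0% means no effect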
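His-tagged ERG Ets domain (1 uM in the protein solution; 300mM KCl, 50mM Tris-HCl, 1mM EDTA, 1mM DTT, pH 7.5) received compound, then a probe mix of 5 nM fluorescein-DNA and 100nM Texas-615-DNA. Fluorescence polarization was read for both dyes.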
PGK inhibitor – inhibitors of T. brucei phosphoglycerate kinase; P07378; PGK/GAPDH coupled, Kinase-Glo luminescence, 60 min; Potency, µM (doses to about 57.5 µM), without a hit: at the highest dose activity change, negative = inhibition, most hits filed as inhibitors; 0.043% of 380,000 active; note: potency is the fitted concentration of half-maximal effect; % is set by controls: 0 for no effect and ±100 for the full control effect; nearly all actives have a fitted effect of over 60% in size
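Luminescent ATP detection (Kinase-Glo Plus) follows a 60-minute room-temperature incubation, with wells lacking PGK as controls. Buffer: 100 mM TEA (pH 7.6), 5 mM MgCl2, 0.01% Tween-20. Coupling enzyme GAPDH (100 nM final) supplies unstable 1,3-BPG in-well.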
Pin1 inhibitor – blocks the human prolyl isomerase Pin1 | Q13526 | Pin1 FP peptide displacement, HiFluor488, 10 min | Potency, µM (titrated, usually from 115 µM), for inactives: at the top dose activity, negative = inhibition, actives largely listed as inhibitors | 0.009% of 390,000 active; active = well fitted inhibition curve with a large enough effect in the polarisation, with a control signal flat, not every such curve was filed as active; inconclusive = small, poorly fitted or top-dose-only effect, or effect the other way, or a change in a side signal; inactive = no such curve, though single readings can be large or run the other way; the % refers to the polarisation; note: potency is the fitted concentration of half-maximal effect; % is set by controls: 0 for no effect and ±100 for the full control effect
G9a block – inhibitors of human histone lysine methyltransferase G9a; Q96KQ7; G9a H3K9 monomethylation, AlphaScreen, 2 h; Potency, µM (titrated, usually from 102 µM), inactives show at the highest dose activity, negative = inhibition, most hits filed as inhibitors; 8.8% of 350,000 active; note: potency is the fitted concentration of half-maximal effect; % is set by controls: 0 for no effect and ±100 for the full control effect; nearly all actives have a fitted effect of over 75% in size
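AlphaScreen detection with an anti-monomethyl H3K9 antibody quantified product after a 2 h room-temperature reaction containing 500 nM biotinylated H3K9 peptide, 20 µM SAM and 20 nM enzyme, which had been preincubated 15 min with compound.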
BAZ2B inh – inhibitors of human BAZ2B bromodomain | Q9UIF8 | 4.4% of 360,000 active | AlphaScreen BAZ2B-H3K14Ac peptide displacement | Potency, µM (highest dose often 114 µM), for the others: at the top dose activity change, negative = inhibition, most hits filed as inhibitors; note: potency is the fitted concentration of half-maximal effect; % is set by controls: 0 for no effect and ±100 for the full control effect; nearly all actives have a fitted effect of over 60% in size
Target sequence (Q9UIF8 whole entry, looked up): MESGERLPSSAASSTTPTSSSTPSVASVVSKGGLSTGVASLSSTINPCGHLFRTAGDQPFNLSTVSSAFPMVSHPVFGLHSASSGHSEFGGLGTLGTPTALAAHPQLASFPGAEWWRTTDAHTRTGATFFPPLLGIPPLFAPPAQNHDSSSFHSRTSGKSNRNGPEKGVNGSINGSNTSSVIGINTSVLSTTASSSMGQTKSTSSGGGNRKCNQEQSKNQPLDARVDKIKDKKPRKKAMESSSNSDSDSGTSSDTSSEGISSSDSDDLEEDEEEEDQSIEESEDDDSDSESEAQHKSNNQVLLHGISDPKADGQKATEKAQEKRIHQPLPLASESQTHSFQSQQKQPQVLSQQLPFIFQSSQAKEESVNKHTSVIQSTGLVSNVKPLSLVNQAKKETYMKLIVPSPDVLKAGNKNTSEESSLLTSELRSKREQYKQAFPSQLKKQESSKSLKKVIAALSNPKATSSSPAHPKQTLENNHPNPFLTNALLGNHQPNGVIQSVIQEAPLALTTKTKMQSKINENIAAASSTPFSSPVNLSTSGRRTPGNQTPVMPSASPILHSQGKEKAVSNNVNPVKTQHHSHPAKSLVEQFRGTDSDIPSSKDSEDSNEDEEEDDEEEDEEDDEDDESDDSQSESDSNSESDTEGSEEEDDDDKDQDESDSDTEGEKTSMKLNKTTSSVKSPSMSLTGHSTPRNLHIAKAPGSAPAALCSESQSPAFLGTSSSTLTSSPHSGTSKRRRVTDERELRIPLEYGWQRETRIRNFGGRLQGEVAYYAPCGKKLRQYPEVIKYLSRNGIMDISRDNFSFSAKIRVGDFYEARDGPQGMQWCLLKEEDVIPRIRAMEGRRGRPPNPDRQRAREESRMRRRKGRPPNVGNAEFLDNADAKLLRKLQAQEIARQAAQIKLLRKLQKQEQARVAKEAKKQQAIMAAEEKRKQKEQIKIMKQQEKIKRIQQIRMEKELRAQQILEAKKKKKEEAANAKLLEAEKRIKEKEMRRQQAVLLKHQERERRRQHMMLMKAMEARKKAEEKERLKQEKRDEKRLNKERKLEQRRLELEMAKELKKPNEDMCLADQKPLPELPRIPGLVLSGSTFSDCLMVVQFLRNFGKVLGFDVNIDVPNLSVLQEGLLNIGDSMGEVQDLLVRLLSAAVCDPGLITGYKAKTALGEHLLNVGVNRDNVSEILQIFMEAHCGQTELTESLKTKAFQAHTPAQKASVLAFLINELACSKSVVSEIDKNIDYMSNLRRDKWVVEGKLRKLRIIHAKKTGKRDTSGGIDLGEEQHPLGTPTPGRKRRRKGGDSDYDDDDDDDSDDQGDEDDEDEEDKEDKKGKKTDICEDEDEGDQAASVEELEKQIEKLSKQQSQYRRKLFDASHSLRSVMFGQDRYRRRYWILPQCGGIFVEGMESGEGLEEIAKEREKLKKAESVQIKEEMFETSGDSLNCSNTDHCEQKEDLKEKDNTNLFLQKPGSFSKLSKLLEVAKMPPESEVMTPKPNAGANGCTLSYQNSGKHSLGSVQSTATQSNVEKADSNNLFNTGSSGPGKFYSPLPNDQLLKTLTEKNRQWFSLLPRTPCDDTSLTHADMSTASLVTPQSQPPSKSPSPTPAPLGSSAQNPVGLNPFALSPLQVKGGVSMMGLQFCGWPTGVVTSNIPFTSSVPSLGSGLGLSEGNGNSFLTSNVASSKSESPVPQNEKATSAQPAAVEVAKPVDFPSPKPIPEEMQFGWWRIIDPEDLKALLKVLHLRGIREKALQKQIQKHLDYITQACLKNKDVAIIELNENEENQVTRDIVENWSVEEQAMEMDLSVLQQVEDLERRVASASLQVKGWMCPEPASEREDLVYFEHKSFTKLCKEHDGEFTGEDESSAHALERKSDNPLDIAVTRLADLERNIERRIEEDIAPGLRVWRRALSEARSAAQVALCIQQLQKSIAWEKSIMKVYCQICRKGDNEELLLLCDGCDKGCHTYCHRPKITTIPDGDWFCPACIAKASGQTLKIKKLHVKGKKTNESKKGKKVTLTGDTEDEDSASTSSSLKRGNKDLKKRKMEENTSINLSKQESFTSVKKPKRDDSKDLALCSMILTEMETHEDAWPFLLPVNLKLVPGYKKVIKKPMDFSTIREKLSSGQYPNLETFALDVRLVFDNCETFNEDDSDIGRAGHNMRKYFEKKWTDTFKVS
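BAZ2B 50 nM plus b-H3(5-23)K14Ac 50 nM, PBS pH 7.4/0.01% Tween-20, 30 min RT; compound added (max 110 uM), 30 min RT; streptavidin donor/Ni-chelate acceptor beads 10 ug/mL final, 20 min dark; AlphaScreen read.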
* hit, by the source's call; i = inactive; ? = inconclusive; . = not tested or not shown; & = joins results of further samples; [ ] = another dose, or the depositor's remark. Unless noted, calls come from the whole dose curve; as a rule, active = well fitted curve in the direction sought with a large enough effect; inconclusive = small, poorly fitted or top-dose-only effect, or another doubt; inactive = no such curve, though single readings can be large; an effect the other way counts as inactive or inconclusive.

SMILES	PI4K2A inh	GLS inh	JMJD2A Tudor	HP1b chromo inh	ERG Ets-DNA blk	PGK inhibitor	Pin1 inhibitor	G9a block	BAZ2B inh
CC1CCc2nn(CC(=O)Nc3ccc(F)cc3F)cc2C1 (centres undefined)	-8	0%	-12%	50%[activator]	1%	-6%	-6%	-12%[59 µM]	10%
Cc1cccc(N(C(=O)CS(=O)CC(=O)Nc2ccc3c(c2)OCO3)C(C)C(=O)NC2CCCC2)c1C (centres undefined)	-4	6%	-5%	23%	-3%	-8%	-2%	56µM*	-28%
CCn1cnc2c1c(=O)n(Cc1cccc(Br)c1)c(=O)n2Cc1ccccc1	-2	6%	71µM*	19%	-2%	-8%	49%[activator]	-8%[59 µM]	-1%
Cc1ccc(OCC(=O)N/N=C\c2cn(Cc3ccccc3)c3ccccc23)cc1C	3	-5%	?	3%	3%	-5%	-1%	24%[59 µM]	5%
COc1cc(CNn2nnnc2N)ccc1OCC(=O)NC(C)(C)C	-1	-5%	-5%	16%	-7%	4%	-2%	21%	-3%
CCOC(=O)C(C)Oc1ccc(C2NC(=O)NC(C)=C2C(=O)Nc2ccccc2C)cc1 (centres undefined)	-4	3%	-10%	31%	.	.	0%	-49%[59 µM]	1%
CC(C)CCNC(=O)CNC(=O)c1cccs1	-3	5%	-6%	11%	-1%	-4%	0%	14%	-2%
Cc1nn(C)cc1C(=O)c1ccccc1	2	-1%	-15%	38%	3%	-8%	-3%	.	.
Cc1ncc(C[n+]2ccc(C)c(C)c2)c(N)n1	1	2%	-14%	23%	11%	-1%	0%	-2%[12.7 µM]	7%
O=C(c1ccccc1)c1ccccc1NC(=O)c1ccccc1C(=O)O	3	8%	2%	33%	1%	-10%	3%	-4%[59 µM]	-38%
O=C(c1ccc([N+](=O)[O-])cc1)N(Cc1ccccc1)Cc1ccccc1	-4	6%	?	-13%[57 µM]	4%	-7%	0%	.	.
Cc1cc(OCc2nc3ccccc3s2)ccc1N	0	-24%	?	?	-6%	-3%	1%	10µM*	40µM*
Cc1cccc(N2CCN(S(=O)(=O)c3cccc4nonc34)CC2)c1C	-1	-3%	?	-18%	-3%	4%	49%[activator]	20µM*	?
CC(=O)Nc1ccc(-c2csc(NC(=O)C3CSC4(C)CCC(=O)N34)n2)cc1 (centres undefined)	-5	-6%	-15%	3%	-8%	-8%	23%	-38%[59 µM]	7%
COc1ccc(N2CCN(C(c3cccs3)C(C)NS(C)(=O)=O)CC2)cc1 (centres undefined)	-4	41%[activator]	-28%	10%	-15%	i	-6%	56µM*	.
COc1ccc(-c2nn(-c3ccccc3)cc2C(=O)N/N=C/c2ccc([N+](=O)[O-])o2)cc1	2	4%	-15%	31%	-6%	0%	-2%	26%[59 µM]	-1%
Cc1c(NC(=O)C(C)Sc2nc3ccccc3c(=O)n2CCO)c(=O)n(-c2ccccc2)n1C (centres undefined)	-6	9%	-7%	27%	-2%	-4%	0%	2%	-1%
Cc1cccc(C)c1NC(=O)CSc1nnnn1C	-2	0%	-12%	14%	.	-3%	1%	-5%[12.7 µM]	6%
c1ccc(CCc2nc(-c3ccc(-n4cccc4)cc3)no2)cc1	-4	6%	1%	60%[activator]	-1%	-1%	6%	-10%	12%
CCCCCN(C(=O)CCC(=O)OC(C)C(=O)NCc1ccccc1)c1c(N)n(CCCC)c(=O)[nH]c1=O (centres undefined)	0	0%	-12%	8%	9%	-1%	-5%	?	-2%
COc1cc(Cl)c(NS(=O)(=O)c2ccc(-c3cnc(C4CC4)o3)cc2)c(OC)c1	2	-4%	-31%	9%	0%	-5%	-15%	-32%[59 µM]	?
Cc1c(C)c2ccc(OCC(=O)N[C@@H](Cc3ccccc3)C(=O)O)cc2oc1=O	-7	16µM*	-10%	69%[activator]	5%	i	-12%	-8%[12.7 µM]	-16%
O=C(Nc1cc(-c2nc3ncccc3o2)ccc1Cl)c1ccco1	3	-16%	-23%	35%[activator]	-3%	-4%	51%[activator]	.	-8%
COC(=O)c1ccc(CSc2nnnn2Cc2ccccc2)cc1	1	3%	35%	54%[activator]	1%	5%	2%	-2%[59 µM]	31%
CC(C)(C)S(=O)(=O)c1ccc2nc3c(n2c1)CCCC3	3	2%	-17%	59%[activator]	1%	14%	-1%	8%	11%
CCS(=O)(=O)CCn1c([N+](=O)[O-])cnc1C	2&4	-2%	-6%	54%[activator]	12%	-10%	2%	2%[59 µM]	3%
CC(C)CC(N=Cc1c(O)c2ccccc2oc1=O)C(=O)O (centres undefined)	1	-3%	1%	35%	1%	7%	1%	-33%	-19%
CCOC(=O)c1cnc2cc(C(F)(F)F)ccc2c1N1CCN(c2cccc(Cl)c2)CC1	0	-2%	-21%	79%[activator]	11%	-1%	2%	41%[59 µM]	2%
CCCCCCn1cc(C(=O)O)c(=O)c2cc(F)c(N3CCN(C(=O)OCC)CC3)cc21	1	-2%	-13%	-1%	5%	-7%	-5%	18%	7%
COC(=O)Cn1ccc2cc(S(=O)(=O)N3CCCCCC3)ccc21	5&0	-5%&-8%	-3%&-11%	37%&21%	-10%&-4%	0%	-4%&-6%	1%	-15%&3%

Ten of the compounds above, bar-delimited:
smiles | PI4K2A inh | GLS inh | JMJD2A Tudor | HP1b chromo inh | ERG Ets-DNA blk | PGK inhibitor | Pin1 inhibitor | G9a block | BAZ2B inh
COc1cc(Cl)c(NS(=O)(=O)c2ccc(-c3cnc(C4CC4)o3)cc2)c(OC)c1 | 2 | -4% | -31% | 9% | 0% | -5% | -15% | -32%[59 µM] | ?
Cc1c(C)c2ccc(OCC(=O)N[C@@H](Cc3ccccc3)C(=O)O)cc2oc1=O | -7 | 16µM* | -10% | 69%[activator] | 5% | i | -12% | -8%[12.7 µM] | -16%
O=C(Nc1cc(-c2nc3ncccc3o2)ccc1Cl)c1ccco1 | 3 | -16% | -23% | 35%[activator] | -3% | -4% | 51%[activator] | . | -8%
COC(=O)c1ccc(CSc2nnnn2Cc2ccccc2)cc1 | 1 | 3% | 35% | 54%[activator] | 1% | 5% | 2% | -2%[59 µM] | 31%
CC(C)(C)S(=O)(=O)c1ccc2nc3c(n2c1)CCCC3 | 3 | 2% | -17% | 59%[activator] | 1% | 14% | -1% | 8% | 11%
CCS(=O)(=O)CCn1c([N+](=O)[O-])cnc1C | 2&4 | -2% | -6% | 54%[activator] | 12% | -10% | 2% | 2%[59 µM] | 3%
CC(C)CC(N=Cc1c(O)c2ccccc2oc1=O)C(=O)O (centres undefined) | 1 | -3% | 1% | 35% | 1% | 7% | 1% | -33% | -19%
CCOC(=O)c1cnc2cc(C(F)(F)F)ccc2c1N1CCN(c2cccc(Cl)c2)CC1 | 0 | -2% | -21% | 79%[activator] | 11% | -1% | 2% | 41%[59 µM] | 2%
CCCCCCn1cc(C(=O)O)c(=O)c2cc(F)c(N3CCN(C(=O)OCC)CC3)cc21 | 1 | -2% | -13% | -1% | 5% | -7% | -5% | 18% | 7%
COC(=O)Cn1ccc2cc(S(=O)(=O)N3CCCCCC3)ccc21 | 5&0 | -5%&-8% | -3%&-11% | 37%&21% | -10%&-4% | 0% | -4%&-6% | 1% | -15%&3%

Later entries:
SMILES	PI4K2A inh	GLS inh	JMJD2A Tudor	HP1b chromo inh	ERG Ets-DNA blk	PGK inhibitor	Pin1 inhibitor	G9a block	BAZ2B inh
CC(C)NC(=O)CSc1ccccc1C(=O)NCc1ccc2c(c1)OCO2	4	-1%	-19%	15%	-10%	-5%	4%	9%	-5%
CCC(=O)N1CCN(c2nc3ccc(Br)cc3s2)CC1	4	1%	10%	57%[activator]	?	-14%	-5%	?	-15%
Clc1cccc(CN2CCc3c([nH]c4ccccc34)C2)c1Cl	4	-13%	22µM*	?	-3%	i	1%	50µM*	22µM*
FC(F)Oc1ccc(-c2csc(=Nc3cccnc3)n2CC2CCCO2)cc1 (centres undefined)	-1	3%	-28%[57.1 µM]	?	-1%	-1%	0%	?	45µM*
CC(C(=O)NC1CCCCC1)N(Cc1ccc(F)cc1)C(=O)c1snc(C(N)=O)c1N (centres undefined)	5	0%	-5%	11%	9%	-7%	3%	15%	-2%
CCOc1cccc(CC(=O)N2CCc3c([nH]c4ccccc34)C2c2ccc(F)cc2)c1OCC (centres undefined)	-6	-5%	?	-9%[57 µM]	2%	-4%	-2%	-37%[59 µM]	?
COC(=O)C1CN(C(=O)C(C)Oc2ccc(C)c(C)c2)c2ccccc2O1 (centres undefined)	0	0%	-12%	45%[activator]	2%	-8%	7%	52%	2%
CCCCSCCCNC(=O)Nc1ccc(CC)cc1	8	3%	-9%	28%	-11%	-1%	-1%	17%[59 µM]	-19%
CCS(=O)(=O)c1ncc(N(Cc2cccc(F)c2)Cc2ccco2)c(C(=O)Nc2ccccc2Cl)n1	-1	4%	-17%	35%	1%	10%	3%	-25%[59 µM]	-21%
CC(C)CCNC(=O)c1sc2ccc(S(=O)(=O)N3CCCCC3)cc2c1N	1	-3%	-23%	22%	1%	4%	26%	?	-5%
O=C(Cn1nnc(-c2ccccc2)n1)Nc1cccc(S(=O)(=O)N2CCOCC2)c1	0	2%	-16%	-11%	1%	6%	0%	-8%	6%
O=C(Nc1cnn(Cc2ccc(Cl)cc2Cl)c1)c1noc2c1CCc1ccccc1-2	5	-10%	-20%	3%	4%	-2%	1%	-41%[59 µM]	-12%

Bioassay records from PubChem.
